Screening data: PubChem BioAssay, National Center for Advancing Translational Sciences (NCATS)
DRD3 antagonist = qHTS of D3 Dopamine Receptor Antagonist: qHTS. D(3) dopamine receptor (Homo sapiens), P35462. max response, negative = inhibition, %. D3R cells, DiscoveRx beta-arrestin luminescence, antagonist mode; active compounds read low. hit rate 2.5% among 360,000; in the data active = max response below about -50%; inconclusive = no clear call, values can overlap the other calls; note: % is set by controls: 0 for no effect and ±100 for the full control effect; mostly tested at two doses, the higher about 12 µM
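Cells plated overnight at 1500 cells/well, then exposed to library compounds with dopamine controls for 90 minutes at 37 degrees C. DiscoveRx reagent added for 30–60 minutes at room temperature; luminescence read, quantitative HTS format.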
PTHR1 agonist = qHTS for PTHR1 Agonists: Primary Screen. Parathyroid hormone/parathyroid hormone-related peptide receptor (Homo sapiens), Q03431. HEK293 GP2 PTHR1 cells, GloSensor cAMP luminescence, 1 h. Potency, µM (titrated, usually from 115 µM), inactives show top-dose activation, most hits filed as activators. hit rate 0.075% among 410,000; note: potency is the fitted concentration of half-maximal effect; nearly all actives have a fitted effect of over 55% in size; some results filed as inactive show a strong effect at the top dose; inactives centre near -15; many of its hits are not listed in these tables
Target sequence (Q03431 whole entry, looked up): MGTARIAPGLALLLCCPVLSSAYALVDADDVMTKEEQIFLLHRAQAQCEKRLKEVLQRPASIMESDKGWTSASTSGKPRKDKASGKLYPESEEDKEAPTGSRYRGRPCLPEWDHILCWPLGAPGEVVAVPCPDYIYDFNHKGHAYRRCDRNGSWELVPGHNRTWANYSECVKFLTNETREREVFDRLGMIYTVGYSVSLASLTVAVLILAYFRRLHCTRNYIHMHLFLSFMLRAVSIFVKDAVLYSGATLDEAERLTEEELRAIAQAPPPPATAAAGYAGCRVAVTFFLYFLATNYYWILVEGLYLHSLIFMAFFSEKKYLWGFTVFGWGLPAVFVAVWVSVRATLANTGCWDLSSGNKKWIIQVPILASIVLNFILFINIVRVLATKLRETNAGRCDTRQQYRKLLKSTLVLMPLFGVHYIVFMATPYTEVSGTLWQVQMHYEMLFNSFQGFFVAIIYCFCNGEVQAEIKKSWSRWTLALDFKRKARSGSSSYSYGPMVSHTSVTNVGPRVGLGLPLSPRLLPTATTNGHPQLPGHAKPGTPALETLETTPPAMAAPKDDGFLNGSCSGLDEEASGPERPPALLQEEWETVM
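HEK-293-derived GP2 cells expressing PTHR1 and a GloSensor cAMP reporter, 3,000/well, plated overnight, given luciferin plus IBMX (each 0.5 mM as added) for 1 h at 37 °C, then compound for 1 h at 37 °C. Luminescence was read after 15 min at room temperature.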
GLP1R cytotox = qHTS of GLP-1 Receptor Inverse Agonists: Cytotox Screen | HEK293 cAMP-luciferase reporter cells, luminescence, 24 h | Potency, µM (titrated, usually from 38.3 µM), without a hit: at the top dose activity change, negative = inhibition, actives largely listed as inhibitors | hit rate 0.13% among 410,000 | AID 624418, 2012;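 note: loss of luciferase light is scored as toxicity; potency is the fitted concentration of half-maximal effect; % is set by controls: 0 for no effect and ±100 for the full control effect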
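Step one: seed cells (200 cells/uL, DMEM with 10% Nu serum, 1% pen-strep). Step two: 12-hour incubation at 37 deg C. Step three: pin 23 nL compound, incubate 24 hr. Step four: add luciferase reagent, read luminescence 12 min later.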
D3 ag = qHTS of D3 Dopamine Receptor Agonist: qHTS. hit rate 0.58% among 410,000. D3R DiscoveRx beta-arrestin cells, luminescence, 90 min. D(3) dopamine receptor (Homo sapiens), P35462. max activation, %; in the data active = max activation above about 30%; note: 0% is about no effect; mostly tested at two doses, the higher about 12 µM
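Cells at 1500/well, incubated overnight, then treated with pinned compounds (dopamine as control) for 90 min at 37 degrees C. DiscoveRx reagent added for 30 - 60 minutes at room temperature; luminescence read.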
GLP1R inv ag = qHTS of GLP-1 Receptor Inverse Agonists (Inhibition Mode) | hit rate 1.6% among 410,000 | Glucagon-like peptide 1 receptor (Homo sapiens), P43220 | Potency, µM (doses to about 38.3 µM), for the others: at the highest dose activity change, negative = inhibition, most hits filed as inhibitors | HEK293 GLP-1R CRE-luciferase, luminescence, 24 h; GLP-1R form is constitutively active | AID 624417, 2012; note: potency is the fitted concentration of half-maximal effect; % is set by controls: 0 for no effect and ±100 for the full control effect; nearly all actives have a fitted effect of over 55% in size
Target sequence (P43220 whole entry, looked up): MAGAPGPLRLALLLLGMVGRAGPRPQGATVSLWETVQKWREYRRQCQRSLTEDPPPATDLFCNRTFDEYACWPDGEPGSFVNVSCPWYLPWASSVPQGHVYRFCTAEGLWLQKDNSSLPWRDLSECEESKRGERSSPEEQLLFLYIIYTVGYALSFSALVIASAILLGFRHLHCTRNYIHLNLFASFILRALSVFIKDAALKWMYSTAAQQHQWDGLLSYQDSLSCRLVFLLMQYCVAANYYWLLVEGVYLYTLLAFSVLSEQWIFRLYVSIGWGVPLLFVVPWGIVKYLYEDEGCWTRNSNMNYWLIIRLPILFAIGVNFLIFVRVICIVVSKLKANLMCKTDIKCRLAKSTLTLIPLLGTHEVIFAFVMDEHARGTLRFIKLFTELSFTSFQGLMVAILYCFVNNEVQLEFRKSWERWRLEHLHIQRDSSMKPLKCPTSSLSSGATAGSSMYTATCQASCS
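Seeding at 200 cells/uL, 12 h culture, 24 hr compound treatment, then luciferase reagent and a luminescence read; cells are HEK293 stably expressing a constitutively active GLP-1R plus cAMP-responsive luciferase.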
KB-V1 MDR tox = qHTS assay for MDR1-selective chemotherapeutics: Primary screen using the drug-selected MDR subline cells KB-V1; KB-V1 MDR cells viability, CellTiter-Glo, 72 h; Potency, µM (doses to about 46.1 µM), inactives show top-dose activity change, negative = cytotoxicity, usual class: cytotoxic; hit rate 3.4% among 400,000; AID 1347076, 2019; note: potency is the fitted concentration of half-maximal effect; % is set by controls: 0 for no effect and ±100 for the full control effect; nearly all actives have a fitted effect of over 60% in size
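Cytotoxicity via CellTiter-Glo luminescence after 72 h compound exposure at 37 degrees C. Cells: drug-selected KB-V1 line, DMEM phenol-red free plus 10% FBS. Compounds tested at multiple concentrations; normalized data fitted to concentration-effect curves.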
aSyn rescue = qHTS of alpha-syn Inhibitors; Yeast expressing alpha-synuclein, growth rescue, BacTiter-Glo, 24 h; Potency, µM (highest dose often 46.1 µM), without a hit: at the highest dose growth rescue (activation), actives largely listed as activators; hit rate 0.14% among 370,000; AID 652106, 2013; note: potency is the fitted concentration of half-maximal effect; % of control where 0% means no effect; nearly all actives have a fitted effect of over 65% in size
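Galactose-induced alpha-syn yeast (OD600=0.02, raffinose-pregrown) + pinned cpd, 24 hr, 30 deg C; growth by BacTiter-Glo luminescence. Growth restoration scores as activation.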
TDP43 rescue = qHTS of TDP-43 Inhibitors. AID 652104, 2013. Potency, µM (highest dose often 46.1 µM), for inactives: at the highest dose growth rescue (activation), hits mostly activators. hit rate 1.8% among 410,000. TDP-43 expressing yeast growth rescue, BacTiter-Glo, 24 h; note: potency is the fitted concentration of half-maximal effect; % of control where 0% means no effect; nearly all actives have a fitted effect of over 50% in size
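In this qHTS, compounds that restore growth of yeast expressing TDP-43 appear as activators. Cells (OD600=0.02, galactose medium, raffinose-pregrown) are incubated with compound 24 hr at 30 deg C and growth is quantified by BacTiter-Glo.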
GLP-1R agonist = qHTS of GLP-1 Receptor Agonists | HEK293 GLP-1R CRE-luciferase, luminescence, 4-6 h; cells express a hypersensitive GLP-1R form | Glucagon-like peptide 1 receptor (Homo sapiens), P43220 | hit rate 0.007% among 380,000 | Potency, µM (series often up to 45.6 µM), inactives show top-dose activation, usual class: activators; note: potency is the fitted concentration of half-maximal effect; % of control where 0% means no effect
* = called active by the depositor; i = inactive; u = inconclusive; x = not tested or not shown; & = joins results of further samples; [ ] = dose if it differs, or a comment. Unless noted, calls come from the whole dose curve; as a rule, active = well fitted curve in the direction sought with a large enough effect; inconclusive = small, poorly fitted or top-dose-only effect, or another doubt; inactive = no such curve, though single readings can be large; an effect the other way counts as inactive or inconclusive. The list is partial (hit frequency here may not be typical).

SMILES	DRD3 antagonist	PTHR1 agonist	GLP1R cytotox	D3 ag	GLP1R inv ag	KB-V1 MDR tox	aSyn rescue	TDP43 rescue	GLP-1R agonist
C=CCOc1ccc(/C=C/C(=O)OCC(=O)NC(C)c2ccc(F)cc2)cc1 (stereo not given)	0	-15%	8%	-4	-5%	-25%	5%	-8%	12%
CN(CCc1ccccc1)C(=O)c1cccc(NC(=O)Cc2cccc(NC(=O)C3CCCN(C(=O)c4ccccc4)C3)c2)c1 (stereo not given)	23	-38%[inhibitor]	0%	7	-21%	21%	1%	0%	-2%
CCOc1cc(S(=O)(=O)n2ccc(C)n2)ccc1Br	-19	-2%	-4%	-5	-13%	-21%	15%	0%	6%
CCOc1ccc(S(=O)(=O)N2CCC(C(=O)NCc3ccccc3CN3CCCC3)CC2)cc1	-15	15%	-5%	1	u	-7%	-6%	1%	8%
COc1cc(/C=C/C(=O)OCC(=O)N(C)Cc2ccccc2)cc(OC)c1OC	10	-16%	-1%	-1	10%	u	3%	21%	14%
CCn1c(Cc2cccc3ccccc23)nnc1SCC(=O)Nc1nccs1	31	-8%	-1%	3	u	18µM*	-8%	8%	-4%
CN(CCc1ccccn1)c1ccccc1	-5	i	-1%	1	-7%	6%	9%	-7%	17%
O=C(NC1CCCCC1)c1ccc(-c2ccccc2)cc1	-22	i	-3%	-8	10%	-4%	-2%	-4%	14%
O=C1OC(c2ccc(Cl)cc2)=N/C1=C\c1cccnc1	0	-16%[57.5 µM]	3%	-6	3%	14%	2%	-6%	-1%
CCOC(=O)C1=C(N2CCCCC2)c2cc3c(n2C1=O)CCCC3	2	-9%	-17%	-1	u	u	1%	15%	21%
CCOC(=O)C1(CC2CCCCO2)CCN(Cc2nccn2-c2cccc(C)c2)CC1 (stereo not given)	13	i	-29%	2	10µM*	0%	1%	0%	17%
COCCNC(=O)CN1C(=O)COc2ccc(S(=O)(=O)N3CCCCCC3)cc21	4	i	-5%&0%	0&1	-13%&4%	12%&-5%	-1%	7%&3%	5%&1%
CCOC(=O)c1ccc(OCC2NCCc3cc(OC)c(OC)cc32)cc1 (stereo not given)	-13	-5%	-4%	-3	0%	1%	-1%	12%	10%
O=C(COc1ccc2ccccc2c1)N1CCCC1	1	-5%	-6%	-7	14%	0%	-5%	u	3%
CC(=O)Nc1nc(-c2ccc3ccccc3c2)cs1	-19	-63%[inhibitor]	9%	-17	6%	0%	-1%	-4%	0%
O=C(COC(=O)c1cc(S(=O)(=O)N2CCOCC2)ccc1F)c1ccc[nH]1	2	-8%	11%	-1	5%	u	0%	15%	13%
Cc1cccc(NC(=O)c2cc(NC(=O)c3ccco3)ccc2N2CCCCC2)c1	-6	u	6%	0	2%	0%	3%	-21%	-12%
Cc1ccc(NC(=O)Cn2c(=O)c3cc(Cl)ccc3n3nncc23)cc1	x	i	1%	2	10%	u	x	23%	0%
CCCCSc1cnn(-c2ccccc2)c(=O)c1SCCCC	21	i	33%	-17	u	18µM*	-2%	-12%	6%
CN(C)C(CNC(=O)c1ccc(NC(=O)c2cccs2)cc1)c1ccccc1 (stereo not given)	-11	i	-11%	-6	u	-25%	-5%	-2%	19%
Cc1cc(C)cc(NC(=O)C2CCCN2S(=O)(=O)c2ccc3c(c2)CCCC(=O)N3)c1 (stereo not given)	x	i	-13%	2	-2%	-8%	x	12%	x
CCCCOc1ccc(NC(=O)Nc2nnc(C)s2)cc1	10	-9%	-9%	-1	1%	0%	1.3µM*	7%	-1%
N#CCC(=O)Nc1ccc(C(=O)OCC(=O)NC2CCCCCC2)cc1	0	-23%	4%	-15	20%	9%	-4%	-5%	0%
CCOc1ccc(NS(=O)(=O)c2ccc(C(=O)N3CCCCC3)cc2)cc1	12	-23%	-11%	4	u	0%	-2%	-1%	15%
O=C(NNc1nc2cc3c(cc2s1)OCO3)c1cccc(F)c1	-3	i	-3%	0	-9%	-12%	9%	5.6µM*	3%

The final 2 records of the section before open the next one.
SMILES	DRD3 antagonist	PTHR1 agonist	GLP1R cytotox	D3 ag	GLP1R inv ag	KB-V1 MDR tox	aSyn rescue	TDP43 rescue	GLP-1R agonist
CCOc1ccc(NS(=O)(=O)c2ccc(C(=O)N3CCCCC3)cc2)cc1	12	-23%	-11%	4	u	0%	-2%	-1%	15%
O=C(NNc1nc2cc3c(cc2s1)OCO3)c1cccc(F)c1	-3	i	-3%	0	-9%	-12%	9%	5.6µM*	3%
COc1ccc(NC(=O)c2nc[nH]c2C(=O)NCc2ccccc2)cc1	-3	-5%	0%	57*	u	6%	-5%	9%	-3%
O=C(CSc1ccc(-c2cccs2)nn1)Nc1ccccc1C(F)(F)F	x	i	1%	10	10%	x	x	9%	x
CCCc1nc2ccccc2n1C(CCSC)C(=O)NC(C)(C)C (stereo not given)	-6	-15%	-13%	-14	-8%	-28%	2%	-6%	x
Cc1nc2ccc(NC(=O)c3ccc(S(=O)(=O)N(C)c4ccccc4)cc3)cc2s1	24	-34%[inhibitor]	u	-21	u	u	3%	u	-4%
CCn1c(C(=O)N2CCC(C(=O)NCc3cccs3)CC2)cc2sccc21	0	i	-15%	2	u	-12%	11%	0%	-5%
Cc1cc(NC(=O)CSc2nc3c([nH]c4ccccc43)c(=O)n2-c2ccc(Cl)cc2)no1	x	-18%	-13%	5	26%	u	0%	16%	-1%
CCOc1c2ccc(C(=O)N[C@H](C)C3CCCCC3)cc2nn1CC	-82*	5%	10%	-9	-6%	-12%	-2%	9%	9%
Cc1ccccc1C(=O)N1CCN(c2ccc(NC(=S)NC(=O)c3ccco3)cc2)CC1	19	-49%[inhibitor]	4%	0	u	-17%	7%	u	-1%
CN1C(=O)[C@@](O)(c2cn(C)c3ccccc23)c2cc(Br)ccc21	9	-16%	-14%	2	u	-10%	27%	5%	x
CN(CCn1ccnc1)Cc1cn(-c2ccccc2)nc1-c1ccc2c(c1)OCO2	2	-10%	-2%[7.66 µM]	-6	20%[7.66 µM]	u	-1%	-16%	0%
COc1ccc(C(C)(O)c2nc(-c3ccc(F)cc3OC)cs2)cc1 (stereo not given)	0	-24%	0%	-7	u	u	25%	-22%	23%
COc1ccc(C=O)cc1C1=CC(=O)C[C@H](c2ccc(Cl)cc2)C1	22	i	-20%	-5	-2%	u	3%	20µM*	11%
O=C(COC(=O)c1ccccc1C(F)(F)F)NC(=O)NCc1ccco1	-14	-9%	-13%	5	-25%	u	3%	26%	3%
C=CCN(CC=C)CC(=O)Nn1c(C)ccc1C	-6	-14%	14%	0	6%	35%	0%	25%	0%
COc1cc(C(=O)O)cc(NC(=O)c2ccco2)c1OC	-17	-27%	-8%	-7	7%	1%	0%	-14%	5%
Nc1nc(Nc2ccccc2)n[nH]1	-5	i	-1%	-2	14%	6%	8%	-1%	2%
O=C(NCc1ccccc1)C(c1cccs1)N(Cc1cccs1)C(=O)c1cnccn1 (stereo not given)	0	-10%[57.5 µM]	-39%	5	-4%	2.6µM*	5%	3%	1%
Cc1ccc2[nH]c(C)c(CCNC(=O)c3cc4cc([N+](=O)[O-])ccc4oc3=O)c2c1	u	-14%	-14%	-6	7%	5%	-5%	-5%	-4%
O=C(Cn1c(=O)c2cccn2c2ccc(F)cc21)N1CCN(c2ccccc2)CC1	x	i	6%	-8	0%	x	x	-9%	x
Cn1c(CNC(=O)c2ccccc2)nnc1SCC(=O)Nc1nccs1	10	0%	16%	4	0%	6%	1%	u	-2%
COc1ccc([C@@H]2[C@@H]3C(=O)N(C(C)(C)C)C(=O)[C@@H]3[C@]3(C)C(=O)N(c4cccc(Cl)c4)C(=O)N23)cc1	2	i	4%	-3	u	-8%	0%	5%	-2%
CC(C)(C)S(=O)N1Cc2cc(CO)cc(-c3ccccc3)c2[C@H]1CCO (stereo not given in full)	16	i	-8%	6	10%	0%	8%	13%	-2%
CCC(C)NC(=O)CCSCCC(=O)NC(C)CC (stereo not given)	-3	-2%	63%[activator]	-1	7%	-5%	2%	-1%	-3%
COC(=O)C1=C(C(=O)OC)[C@@H]2N(Cc3ccccc3)c3ccccc3[C@@]23C[C@@H](C(=O)OC)N(C(=O)NC(C)(C)C)C3=N1	-6	i	-14%	13	3%	3%	-4%	16%	-5%
O=C(Nc1ccc(F)cc1F)c1cccc2c1C(=O)N(C1CCCCC1)C2	x	-3%	1%	6	4%	1%	x	3%	0%
O=C(Nc1ccccc1)N1CCc2ccccc21	-12	-30%[inhibitor]	-2%	-1	-23%	-15%	-1%	0%	-3%
CCn1c(-c2cc(-c3cccc(OC)c3)nc3ccccc23)n[nH]c1=S	u	-27%	-9%	-40	0%	-13%	4%	15%	11%
O=C(Nc1cccc(NC(=O)c2ccco2)n1)c1ccco1	8	-16%	1%	8	2%	0%	1%	u	-4%
N#C/C(=C\c1cc2ccccc2nc1N1CCCCC1)C(N)=O	1	-10%	4%	5	-26%	5%	5%	1%	13%
CCc1cc(C(=O)N2CCN(S(=O)(=O)c3ccccc3F)CC2)sc1C	-11	-94%[inhibitor]	3%	-4	u	1%	14%	22µM*	1%
